D2 ag = D2 dopamine receptor (human) agonism. P14416. HEK293 T-REx D2 cells, calcium flux agonist mode. AID 485358. activation, % at 2 µM. hit rate 0.53% among 340,000;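 active = activation over 3 SD above normal in the single-dose calcium agonist read, cut at about 30% in these data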; note: 0% is about no effect
Target sequence (P14416 whole entry, looked up): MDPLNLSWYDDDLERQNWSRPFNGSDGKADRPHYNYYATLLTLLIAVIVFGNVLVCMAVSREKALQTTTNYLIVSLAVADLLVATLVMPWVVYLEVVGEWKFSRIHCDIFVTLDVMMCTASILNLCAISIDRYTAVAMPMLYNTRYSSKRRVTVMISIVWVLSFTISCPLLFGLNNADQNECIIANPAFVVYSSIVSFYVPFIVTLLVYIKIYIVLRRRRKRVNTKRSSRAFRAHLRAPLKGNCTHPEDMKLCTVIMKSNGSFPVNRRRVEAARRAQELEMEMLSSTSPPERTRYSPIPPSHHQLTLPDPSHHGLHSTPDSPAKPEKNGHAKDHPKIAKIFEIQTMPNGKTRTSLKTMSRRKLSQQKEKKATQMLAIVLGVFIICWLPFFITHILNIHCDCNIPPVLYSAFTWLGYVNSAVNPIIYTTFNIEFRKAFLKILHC
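Agonism is scored from calcium flux in a force-coupled, inducible HEK293 cell line expressing D2, read kinetically for 180 s after compound addition against dopamine controls.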
12-LOX inh = inhibitors of human 12S-lipoxygenase ALOX12; purified 12hLO, xylenol orange hydroperoxide absorbance; P18054; hit rate 1.1% among 580,000; Potency, µM (titrated, usually from 108 µM), for the others: at the highest dose activity change, negative = inhibition, most hits filed as inhibitors; AID 1671190; note: potency is the fitted concentration of half-maximal effect; % is set by controls: 0 for no effect and ±100 for the full control effect
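Purified human 12hLO at 150 nM in 25 mM Hepes, 0.01% Triton X-100, pH 7.0, preincubated 15 min at room temperature with compound. Reaction started with 40 uM arachidonic acid, 30 min at room temperature. Hydroperoxide measured by Fe-xylenol orange, 573/405 nm absorbance ratio.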
Vif-APOBEC3F blk = inhibitors of Vif-A3F interaction | HeLa A3F-eYFP + Vif (tagged APOBEC3F with the HIV-1 protein that degrades it), YFP fluorescence increase | Potency, µM (series often up to 46.1 µM), for inactives: top-dose activity, negative = active | hit rate 0.2% among 390,000 | AID 602313; note: potency is the fitted concentration of half-maximal effect; % of control where 0% means no effect; nearly all actives have a fitted effect of over 65% in size
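Fluorescence increase (Ex 488/Em 500-530) after overnight compound treatment at 37 deg C flags inhibition of Vif-driven A3F-eYFP loss in stable HeLa A3F-eYFP/Vif cells seeded overnight beforehand.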
RGS4 inh = inhibitors of human regulator of G protein signaling 4; Transcreener GDP fluorescence polarization, RGS4-accelerated GTP hydrolysis; Potency, µM (top dose mostly 114 µM), for inactives: top-dose activity change, negative = inhibition, actives largely listed as inhibitors; hit rate 0.039% among 390,000; AID 504845; note: potency is the fitted concentration of half-maximal effect; % is set by controls: 0 for no effect and ±100 for the full control effect; nearly all actives have a fitted effect of over 75% in size; some results filed as inactive show a strong effect at the top dose
Target sequence (P49798 whole entry, looked up): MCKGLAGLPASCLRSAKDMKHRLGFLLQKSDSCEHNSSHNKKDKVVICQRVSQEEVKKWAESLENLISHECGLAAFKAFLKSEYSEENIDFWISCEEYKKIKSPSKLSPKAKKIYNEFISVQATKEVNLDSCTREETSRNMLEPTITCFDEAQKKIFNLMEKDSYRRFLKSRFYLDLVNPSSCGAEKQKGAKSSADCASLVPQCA
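MLSMR compounds (23 nl, pin-transferred) preincubated 10 min at room temperature with a 500nM (2x) first reagent, then RGS4 at 900nM (2x) plus Transcreener GDP mix added; fluorescence polarization (620/688 nm) read before and after 90 min at 30 °C.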
GRP78 ERSR act = ER stress response induction in glioma; Potency, µM, without a hit: at the highest dose activation, actives largely listed as activators; hit rate 0.02% among 420,000; AID 602332; U87-MG GRP78 promoter luciferase reporter, 16 h; note: potency is the fitted concentration of half-maximal effect; series mostly up to about 76 µM; % of control where 0% means no effect; nearly all actives have a fitted effect of over 35% in size
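Stably transfected U87-MG glioma cells carrying a GRP78-based luciferase sensor; 16 h compound incubation. Luminescence end-point read 10 min after Bright-Glo addition at room temperature.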
ERG-DNA inh = ERG Ets/DNA interaction inhibition. fluorescence polarization, His-ERG Ets domain / labelled DNA. Potency, µM (top dose mostly 76.9 µM), inactives show at the highest dose FP activity, negative = inhibition, usual class: inhibitors. AID 624246. hit rate 0.028% among 370,000. P11308; active = well fitted inhibition curve with a large enough effect in the polarisation, with a control signal flat; inconclusive = small, poorly fitted or top-dose-only effect, or effect the other way, or a change in a side signal; inactive = no such curve, though single readings can be large or run the other way; the % refers to the polarisation;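 note: polarization taken with two DNA probes labelled with fluorescein and Texas red; potency is the fitted concentration of half-maximal effect; % of control where 0% means no effect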
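His-tagged ERG Ets domain (1 uM in the protein solution; 300mM KCl, 50mM Tris-HCl, 1mM EDTA, 1mM DTT, pH 7.5) received compound, then a probe mix of 5 nM fluorescein-DNA and 100nM Texas-615-DNA. Fluorescence polarization was read for both dyes.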
Vif-A3G inh = inhibitors of Vif-APOBEC3G interaction; Q9HC16; HeLa A3G-eYFP + Vif (tagged APOBEC3G with the HIV-1 protein that degrades it), YFP fluorescence, overnight; Potency, µM (highest dose often 46.1 µM), inactives show top-dose activity, negative = active, hits mostly inhibitors; hit rate 0.076% among 410,000;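 note: potency is the fitted concentration of half-maximal effect; % is set by controls: 0 for no effect and ±100 for the full control effect; nearly all actives have a fitted effect of over 60% in size; hits raise eYFP signal because A3G escapes Vif-driven loss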
Target sequence (Q9HC16 whole entry, looked up): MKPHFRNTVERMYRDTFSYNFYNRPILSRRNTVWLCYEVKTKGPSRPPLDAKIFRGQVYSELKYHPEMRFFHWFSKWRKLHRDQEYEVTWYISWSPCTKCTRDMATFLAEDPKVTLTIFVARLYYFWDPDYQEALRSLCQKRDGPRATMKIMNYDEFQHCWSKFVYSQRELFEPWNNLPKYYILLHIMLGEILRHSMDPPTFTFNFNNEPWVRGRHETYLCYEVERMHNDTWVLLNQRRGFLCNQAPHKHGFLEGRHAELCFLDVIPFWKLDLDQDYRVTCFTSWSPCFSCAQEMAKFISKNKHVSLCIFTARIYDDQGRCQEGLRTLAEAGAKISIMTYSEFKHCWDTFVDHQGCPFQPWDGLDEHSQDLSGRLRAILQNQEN
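Read-out is eYFP fluorescence (Ex 488/Em 500-530) from Vif-expressing HeLa A3G-eYFP cells; more signal means A3G escaped Vif-mediated degradation. Cells plated overnight, compound pinned in, incubated overnight at 37 deg C.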
LDHA inh = blocks human lactate dehydrogenase A; purified LDHA, NADH/diaphorase-resazurin fluorescence; stronger effect = lower value; activity change, % (values are at about 110 or 230 µM); hit rate 0.15% among 480,000; in the data active = activity change below about -30%; inconclusive = mostly about -25% to -30%;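 note: plate controls were DMSO wells for no effect and wells without enzyme for full effect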
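Resorufin fluorescence (ex540/em590), read at 0 and 20 min after diaphorase/resazurin addition, reports the NADH left after a 5 min room-temperature reaction of 2 nM human LDH5 with 0.06 mM NADH and 0.2 mM pyruvate.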
D2 antag = antagonizes the human D2 dopamine receptor; HEK293 TREx D2 cells, calcium flux, dopamine EC80; P14416; hit rate 2% among 340,000; AID 485344; inhibition, % at 10 µM; in the data active = inhibition above about 30%; note: 0% is about no effect
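Tetracycline-induced HEK293 TREx cells expressing D2 receptor forced-coupled to calcium signalling, loaded with no-wash calcium dye. Compounds added and calcium flux read 180 s, then dopamine added at EC80 and read a further 180 s.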
An asterisk follows results filed as active; i = inactive; u = inconclusive; x = not tested or not shown; & = joins results of further samples; [ ] = another dose, or the depositor's remark. Unless noted, calls come from the whole dose curve; as a rule, active = well fitted curve in the direction sought with a large enough effect; inconclusive = small, poorly fitted or top-dose-only effect, or another doubt; inactive = no such curve, though single readings can be large; an effect the other way counts as inactive or inconclusive. An excerpt, so the mix of outcomes need not match the whole.

Each structure is followed by: LDHA inh	GRP78 ERSR act	RGS4 inh	ERG-DNA inh	12-LOX inh	Vif-APOBEC3F blk	Vif-A3G inh	D2 antag	D2 ag
O=C(CC[C@H]1O[C@@H](n2ccc(=O)[nH]c2=O)[C@H](O)[C@@H]1O)NCCCc1ccccc1
    -5.4	-3.4%	x	x	-8.3%	x	-1.8%	x	x
O=C(Nc1ccc(OC(F)(F)F)cc1)c1cc(S(=O)(=O)N2CCCCC2)ccc1N1CCOCC1
    -4.5	2.2%	x	x	-1.2%	-0.8%	-0.5%	x	x
CC(C)CN(C(=O)CSc1nc2ccccc2[nH]1)C1CCS(=O)(=O)C1 (centres undefined)
    -3.8	-1.5%	-14.2%	-6.1%	-6.1%	0.7%	1.9%	x	x
CC1SC(=S)N(c2ccc(N(C)C)cc2)C1=O (centres undefined)
    11.6	-3.1%	u	15.1%	-5.5%	u	-4.7%	7.7	-0.9
CN(CC(=O)Nc1cccc(F)c1)C(=O)CN1C(=O)NC2(CCCC2)C1=O
    -16.0	2.5%	26.7%	4.2%	u	-4.0%	0.9%	6.1	-0.3
CC(C)n1c(N2CCN(CC(=O)Nc3ccc4c(c3)OCCO4)CC2)nc2ccccc21
    -2.8	6.2%	-24.2%	-0.7%	0.0%	0.5%	2.1%	-1.3	0.5
COCCCN(C(=S)Nc1c(C)cc(C)cc1C)C(C)c1ccccn1 (centres undefined)
    -9.1	-3.3%	-35.8%	6.8%	u	-2.8%	-0.1%	-4.0	0.5
O=C1CCC/C=C\C[C@@H](CC(=O)N(CCO)Cc2ccccc2)C(=O)NCCO1
    -3.3	-0.8%	17.1%	1.7%	2.4%	4.5%	2.0%	x	x
[O-][n+]1c2ccccc2c2n1CCCN=C2c1ccc(Cl)cc1
    8.2	1.3%	3.4%	-8.4%	u	-2.4%	0.0%	10.4	0.0
CCN(CC(=O)Nc1c(F)cccc1F)C(=O)CCC(=O)c1ccc(C)cc1
    -3.4	-2.1%	12.1%	-9.0%	u	1.0%	1.0%	x	x
CCn1c(NC(=O)c2nn(C)cc2Br)nc2ccccc21
    -1.5	-2.2%	-19.9%	-1.2%	-20.3%	4.7%	0.4%	9.1	1.2
Cc1ccsc1C1NC(=O)c2c(sc3c2CCN(C)C3)N1 (centres undefined)
    -4.5	-0.6%	-44.4%	13.6%	194.1%[activator][57.4 µM]	u	-20.7%	12.1	4.0
CCC/C(C)=C/c1ccc(CC)cn1
    5.3	-4.7%	-2.0%	-5.6%	u	9.4%	1.2%	10.1	0.7
COc1ccccc1N1C(=S)N=C(Nc2c(C)cccc2C)C12CCCC2
    -6.8	-3.9%	8.8%	12.2%	i	9.5%	-0.8%	-5.0	0.2
CCOC(=O)C1CCN(CCC(=O)Nc2cc(C)ccc2C)CC1
    -3.9	-5.1%	1.7%	-0.4%	13.0%	-2.0%	8.3%	9.0	0.3
COCC(=O)N1CCN(c2nc3ccccc3o2)CC1
    0.8	0.9%	-8.4%	-11.0%	1.7%	13.9%	0.7%	22.2	-1.2
CCOc1ccc(-c2[nH]ncc2Oc2ccccc2OCC)c(O)c1
    -3.8	-14.0%	3.2%	10.3%	0.0%	-7.6%	-21.6%	4.5	-0.1
O=C(NCC1CCCCC1)NCC1CCCCC1
    -6.2	4.1%	-20.0%	-10.1%	-7.8%	-6.8%	-0.1%	x	x
Cc1c(NC(=S)NC(=O)c2ccccc2)c(=O)n(-c2ccccc2)n1C
    2.5	0.6%	1.1%	4.5%	427.3%[activator]	-5.3%	-2.5%	x	x
CC1(C)CC2CC(C)(CN2C(=O)c2ccccc2)C1 (centres undefined)
    -0.5	-2.6%	15.3%	-2.9%	-5.8%	-5.5%	-0.8%	5.5	-0.1
CCCn1nnnc1SCC(=O)NCc1ccc(OC)cc1
    -7.5	-2.2%	0.4%	7.8%	12.0%	0.3%	-2.3%	9.3	-0.8
O=C(CCCCCNC(=O)N1CCn2c1nc1ccccc12)NCc1ccccc1Cl
    -1.8	-2.6%	-16.6%	-2.6%	0.0%	1.6%	-0.3%	-11.4	-0.2
CCOC(=O)C(=O)Nc1ccc(S(=O)(=O)N2CCOCC2)cc1OC
    -11.9	-4.1%	8.9%	-7.2%	22.4%	-4.1%	2.5%	0.6	-0.1
CC1(c2cccc([N+](=O)[O-])c2)CC(C)(C)N(C(=O)c2ccccc2)c2ccccc21 (centres undefined)
    -0.6	-2.8%	9.4%	7.8%	15.6%	-10.6%	-0.7%	10.0	-0.5
Cc1ccccc1C(=O)N(CC(=O)Nc1sc(C)c(C)c1C(N)=O)C1CCCC1
    -1.4	-6.7%	-8.5%	1.2%	-19.8%	-5.1%	-7.5%	-8.3	1.0
Cc1cc(C)n2nc(C(=O)N/N=C/C=C/c3ccccc3)nc2n1
    1.1	1.2%	2.2%	5.9%	117.0%[activator]	5.2%	1.0%	7.7	1.2
CCOC(=O)C(NC(C)=O)C(OC(C)=O)c1cccc(N(CCO)CCO)c1 (centres undefined)
    -0.8	-4.1%	-40.6%	-3.4%	9.0%	7.2%	0.0%	x	x
O=C(COC(=O)C12CC3CC(CC(C3)C1)C2)NCc1ccco1
    -0.3&-3.6	-1.6%&-4.3%	5.1%&-0.5%	-2.5%	1.0%	0.0%	-0.3%&-0.8%	11.5	-0.4
OC(c1ccccc1)C(O)C(c1ccccc1)N1CCCCC1 (centres undefined)
    -2.3	-7.0%	-17.3%	14.9%	6.6%	-2.8%	1.7%	x	x
COc1cccc(-c2cc(N3CCN(C(=O)c4ccoc4)CC3)n3nc(-c4cccc(Cl)c4)cc3n2)c1
    0.5	-1.4%	x	x	u	-0.3%	-0.4%	x	x
COCCn1c(-c2ccccc2)nc2oc3ccccc3c(=O)c2c1=O
    2.7	-2.9%	24.3%	-5.7%	-1.0%	-1.1%	0.2%	14.1	0.8
Cc1cc(C)c(S(=O)(=O)N2CCCC(C(=O)N3CCCC3)C2)c(C)c1 (centres undefined)
    2.0	-2.4%	-17.7%	-13.4%	-3.4%	6.0%	3.2%	-9.0	0.1
CCCCC(O)(c1ccc(CC)cc1)C(CN1CCOCC1)c1ccccc1 (centres undefined)
    0.2	9.6%	-20.8%	3.2%	u	3.5%	-8.6%	10.9	0.3
CC(=O)NC1C(=O)N(Cc2ccccc2)c2ccc(Br)cc21 (centres undefined)
    -0.7	-4.7%	-23.1%[11.4 µM]	7.7%	5.6%	-1.7%	2.4%	9.7	1.2
COc1ccccc1NC(=O)Nc1nc(CC(=O)NCc2ccccn2)cs1
    -0.5	-4.3%	13.6%	-1.1%	14.4%	u	-3.8%	21.8	0.1
NC(=O)/C(=C\c1ccco1)NC(=O)c1ccco1
    6.5	-5.4%	x	x	-3.6%	-2.8%	-5.0%	x	x
O=C(NC1CC1)C1CCN(c2ncccn2)CC1
    -4.4	-3.3%	18.1%	6.7%	0.5%	-0.5%	4.3%	1.7	0.3
O=C(NCCC(c1ccccc1)c1ccccc1)c1cnc2sccn2c1=O
    -2.4	-1.3%	-6.5%	-19.3%	0.0%	-0.7%	3.1%	11.8	1.9
CCOc1cc(-c2cc(-c3ccc(NC(C)=O)cc3)nc(N)c2C#N)ccc1O
    -4.9	0.3%	-1.3%	37.8%[activator]	u	-2.4%	u	-28.7	0.6
Cn1c(C(=O)N[C@@H](C(=O)O)c2ccccc2)cc2cc(F)ccc21
    -6.7	2.0%	0.5%	-4.0%	0.0%	-16.8%	0.5%	-22.7	-1.4
CSc1ccc(-c2cc3c(c4c2ccn4C)C2CCC3C2)cc1 (centres undefined)
    -7.2	-5.1%	x	x	u	x	0.9%	x	x
CCCC1CCc2c(sc(NC(=O)OCC)c2C#N)C1 (centres undefined)
    -1.4	0.6%	-18.1%	-3.4%	0.0%	x	u	x	-0.5
COc1cccc2[nH]c(C(=O)NN)c(N)c12
    18.1	-1.5%	-21.5%	9.9%	-4.3%	-6.0%	2.4%	-4.5	1.0
CCOc1ccccc1-c1cncc(NC)n1
    -3.3	-2.9%	x	x	-1.4%	x	3.4%	x	x
CC1(C)CC(=O)C2=C(C1)Nc1ccccc1S2
    -11.0	-8.9%	-18.6%	-11.2%	25.1µM*	-7.3%	-2.3%	3.6	3.1
Cc1cc(C)c2nc(C)cc(Nc3ccc(C(=O)N4CCOCC4)cc3)c2c1
    1.7	-5.4%	-2.2%	5.3%	-14.2%	7.7%	1.6%	0.3	0.2
CCCS(=O)(=O)N1CCN(Cc2ccccc2C(F)(F)F)CC1
    -22.8	-2.3%	-28.2%	x	u	-0.7%	-1.5%	-6.7	-0.8
Oc1ccccc1C=Nc1cccc2ccccc12
    9.9	-1.0%	-23.6%	3.3%	140.1%[activator]	-0.5%	-1.1%	-12.8	-0.2
